Bioassay records (PubChem)
TRPV1 ag: human TRPV1 agonism; activation, % at 8.33 µM; actives 0.19% (n = 320,000); Q8NER1; TRPV1-expressing cells, Fluo-8 calcium influx, agonist mode; AID 540275; in the data active means activation above about 80%; inconclusive means between about 30% and that limit; further: 0% is about no effect
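Cells expressing TRPV1 were dye-loaded with Fluo-8 and read kinetically: 10 s baseline, 3 min after compound (agonist portion), then 2 min after EC20 capsaicin (allosteric enhancer portion). Calcium-bound dye fluorescence at 480/520 nm.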
USP2a block: inhibitors of human ubiquitin-specific protease USP2a. Potency, µM (titrated, usually from 38.3 µM), for inactives: at the highest dose activity change, negative = inhibition, most hits filed as inhibitors. USP2 core, Ub-CHOP2 coupled fluorogenic reporter, 485/531. actives 0.01% (n = 330,000). AID 463254;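 further: potency means the concentration at half of the fitted maximal effect; plate controls were DMSO wells for no effect and full inhibition by NEM control for full effect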
Target sequence (O75604 whole entry, looked up): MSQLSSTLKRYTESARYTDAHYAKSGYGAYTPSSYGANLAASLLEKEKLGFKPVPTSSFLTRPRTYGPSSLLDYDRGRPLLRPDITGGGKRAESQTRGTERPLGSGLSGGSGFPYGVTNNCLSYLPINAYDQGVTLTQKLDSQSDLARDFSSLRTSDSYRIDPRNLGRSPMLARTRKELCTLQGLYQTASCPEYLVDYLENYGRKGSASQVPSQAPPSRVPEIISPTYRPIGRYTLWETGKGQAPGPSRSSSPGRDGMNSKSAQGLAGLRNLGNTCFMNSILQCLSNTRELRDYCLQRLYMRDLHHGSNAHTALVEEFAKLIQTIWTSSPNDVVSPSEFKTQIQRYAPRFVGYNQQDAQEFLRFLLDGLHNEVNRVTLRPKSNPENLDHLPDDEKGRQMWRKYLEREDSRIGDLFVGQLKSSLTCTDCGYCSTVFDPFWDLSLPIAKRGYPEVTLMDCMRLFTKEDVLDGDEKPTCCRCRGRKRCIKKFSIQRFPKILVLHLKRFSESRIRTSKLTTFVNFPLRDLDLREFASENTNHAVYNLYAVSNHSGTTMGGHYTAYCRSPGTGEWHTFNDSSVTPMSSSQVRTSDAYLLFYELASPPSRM
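USP2 core (10nM final) preincubated 30min RT with compound in 20mM Tris-HCl pH 8.0, 2mM CaCl2, 2mM beta-mercaptoethanol, 0.05% CHAPS; 25nM Ub-CHOP2 plus 25nM reporter substrate added, fluorescence (Ex485/Em531) read after 60min.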
ELG1 repair inh: ELG1-dependent DNA repair inhibition. AID 504467. HEK293T ELG1-luciferase reporter, luminescence, 16 h; DNA damage induced by 5-fluorouridine. actives 2.3% (n = 330,000). Potency, µM (doses to about 46.1 µM), inactives show top-dose activity change, negative = inhibition, actives largely listed as inhibitors; further: potency means the concentration at half of the fitted maximal effect; on the % scale 0 is the no-effect control and ±100 the full control effect; nearly all actives have a fitted effect of over 55% in size
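DMSO vehicle served as the neutral condition. Each well held 2,000 cells given 5-fluorouridine plus compound; after 16 hr at 37 °C/5% CO2, ONE-Glo was added and luciferase measured 30 min later.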
TSHR antagonist: human thyrotropin receptor antagonism; P16473; TSHR-expressing cells, TSH-stimulated cAMP HTRF, 2 h; active compounds read low; activity change, negative = inhibition, % at 11.5 µM; actives 0.2% (n = 330,000); AID 504810;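 active means activity change below a set negative limit, meaning inhibition stronger than a set level, cut at about -70% in these data; inconclusive means activity change between two set negative limits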; further: on the % scale 0 is the no-effect control and ±100 the full control effect
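Competitive HTRF cAMP read-out (cryptate anti-cAMP antibody, cAMP-d2; 30 min, room temperature) in freshly harvested TSHR cells. Compounds added before TSH at EC80 (4nM final), followed by 2 hours' incubation at 37 deg C.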
KCNH2 3.1 inh: KCNH2 3.1 (human) potassium channel inhibition; U2OS KCNH2 3.1, thallium flux FluxOr; active compounds read low; activity change, % (tested at about 1.8 µM); actives 0.95% (n = 340,000); AID 720553;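 active means maximum activity change below -70%; inconclusive means maximum activity change from -70% to -50%; inactive means maximum activity change above -50%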;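 further: thallium influx rate constant from kinetic fluorescence after stimulation buffer; on the % scale 0 is the no-effect control and ±100 the full control effect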
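Virally transduced U2OS (3.1 isoform, 4 h infection in dark at RT) → overnight 37 C → FluxOr + Red40 in HBSS/HEPES, 45 min → stimulation buffer, 2 min kinetic read → rate constant vs DMSO controls.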
AT treatment: potential ataxia-telangiectasia treatment; AID 485349; […] A-T fibroblasts, KAP-1 phosphorylation AlphaLISA; neocarzinostatin DNA damage 30 min before lysis; Potency, µM (top dose mostly 57.5 µM), for inactives: top-dose activation, usual class: activators; actives 0.19% (n = 320,000); further: potency means the concentration at half of the fitted maximal effect; % of control where 0% means no effect; nearly all actives have a fitted effect of over 45% in size
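ATM-like activity read as KAP-1 phosphorylation via AlphaLISA donor/acceptor antibody pairs after lysis and 6 hr at 25C. Cells were ATM-null patient fibroblasts ([…], hTERT), dosed 60 min, then exposed to the DSB inducer NCS for 30 min.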
KCNH2 WT inh: inhibitors of human wildtype KCNH2 potassium channel; Q12809; U2OS, BacMam KCNH2, thallium flux FluxOr; active compounds read low; activity change, % at 1.84 µM; actives 0.37% (n = 340,000);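 active means maximum activity change below -70%; inconclusive means maximum activity change between -70% and -50%; inactive means maximum activity change above -50%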; further: on the % scale 0 is the no-effect control and ±100 the full control effect
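U2OS cells transduced with wild-type KCNH2 virus are loaded with FluxOr dye for 45 min, and thallium flux is measured in kinetic reads before and after stimulation buffer. Rate constants are normalized to DMSO controls.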
Mito fusion yeast: mitochondrial division inhibition or fusion activation. S. cerevisiae fusion-defective mutant growth rescue, CellTiterGlo 48 h. Potency, µM (series often up to 46.1 µM), without a hit: at the highest dose growth rescue (activation), hits mostly activators. actives 0.23% (n = 320,000). AID 485298;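 further: potency means the concentration at half of the fitted maximal effect; % of control where 0% means no effect; nearly all actives have a fitted effect of over 45% in size; temperature-sensitive fusion mutants such as fzo1-1 at 37 °C on non-fermentable ethanol glycerol medium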
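Luminescent cell viability in 1536-well qHTS format served as the measure of rescued growth in ts fusion-mutant S. cerevisiae cultured on non-fermentable YPEG for 48 hours at 37C.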
TCR activator: activates T cell receptor signaling. primary human leukocytes, anti-CD3, IL-2 HTRF, 48 h. Potency, µM (series often up to 9.22 µM), for the others: at the top dose activation of IL-2 secretion, most hits filed as activators. 330,000 tested, under 10 active. AID 504894; further: % of control where 0% means no effect
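Activity was scored as IL-2 release from primary human leukocytes given only a TCR signal (a-CD3 beads) plus compound for 48 hr. Detection used a two-antibody HTRF format read at 665nm.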
Eya2 inh: blocks the phosphatase activity of human Eya2. Potency, µM (titrated, usually from 76.9 µM), for the others: at the top dose activity, negative = inhibition, actives largely listed as inhibitors. recombinant Eya2, OMFP fluorescence dephosphorylation (OMFP is methylfluorescein phosphate). actives 0.006% (n = 330,000); further: potency means the concentration at half of the fitted maximal effect; on the % scale 0 is the no-effect control and ±100 the full control effect
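Eya2 protein (added as 0.2 uM solution) was preincubated with compound for 10 min at ambient temperature in 50 mM HEPES pH 7.5, 50 mM NaCl, 5 uM MgCl2, 0.05% BSA, 1 mM DTT. OMFP (added at 50 uM) then reacted 10 min; fluorescence read at 485/525 nm.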
Starred values were filed as active, the others as inactive; [ ] = dose if it differs, or a comment. Unless noted, the call rests on the fitted dose curve; in most records, active means well fitted curve in the direction sought with a large enough effect; inconclusive means small, poorly fitted or top-dose-only effect, or another doubt; inactive means no such curve, though single readings can be large; an effect the other way counts as inactive or inconclusive. Only part of the results is shown, so the mix of outcomes need not match the whole.

`Cc1cc(C)n(-c2ccc(C(=O)NC3=NCCS3)cc2)n1` gave TRPV1 ag -1, USP2a block 11%, ELG1 repair inh inconclusive, TSHR antagonist -5, KCNH2 3.1 inh 9, AT treatment -7%, KCNH2 WT inh 31, Mito fusion yeast 1%, TCR activator 1% and Eya2 inh 3%.
Screening CCN(CC)CCn1c(=S)[nH]c2ccc(Br)cc2c1=O returned TRPV1 ag 12, USP2a block 0%, ELG1 repair inh -1%, TSHR antagonist 4, KCNH2 3.1 inh -10, AT treatment 1%, KCNH2 WT inh -2, Mito fusion yeast -6%, TCR activator 2% and Eya2 inh -24%.
COC(=O)Nc1nc(-c2ccccc2)c(C(=O)c2ccc(Cl)cc2)s1 was read as TRPV1 ag 8, USP2a block 0%, ELG1 repair inh inconclusive, TSHR antagonist -5, KCNH2 3.1 inh 4, AT treatment -8%, KCNH2 WT inh -4, Mito fusion yeast 2%, TCR activator 13% and Eya2 inh -34%.
`CC(C)c1ccc(NC(=O)c2ccc(NC3=NC4CS(=O)(=O)CC4S3)cc2)cc1` (stereo not drawn) gave TRPV1 ag 8, USP2a block -4%, ELG1 repair inh 12%, TSHR antagonist -5, KCNH2 3.1 inh 4, AT treatment 15%, KCNH2 WT inh 8, Mito fusion yeast -1%, TCR activator 3% and Eya2 inh -2%.
`CCn1cc(C(=O)N2CCN(c3ccc([N+](=O)[O-])cc3)CC2)c(=O)c2ccc(C)nc21` gave TRPV1 ag -1, USP2a block 3%, ELG1 repair inh inconclusive, TSHR antagonist 9, KCNH2 3.1 inh -28, AT treatment -4%, KCNH2 WT inh 23, Mito fusion yeast -1%, TCR activator 4% and Eya2 inh -7%.
For O=C(c1c(F)cccc1F)N1CCCC(c2nc(-c3ccc(Cl)cc3)no2)C1 (stereo not drawn) the results were TRPV1 ag 10, USP2a block -1%, ELG1 repair inh inconclusive, TSHR antagonist -22, KCNH2 3.1 inh -3, AT treatment 11%, KCNH2 WT inh 11, Mito fusion yeast -6%, TCR activator -2% and Eya2 inh inconclusive.
Screening COC(=O)C1=C(N)Oc2cc(C)n(CCc3ccccc3)c(=O)c2C1c1cccnc1 (stereo not drawn) returned TRPV1 ag -1, USP2a block 2%, ELG1 repair inh 7%, KCNH2 3.1 inh -5, AT treatment 23%, KCNH2 WT inh -4, Mito fusion yeast 1%, TCR activator 2% and Eya2 inh 4%.
`O=C(CSc1nc2ccccc2n1CC(=O)NCc1ccccc1)NCc1ccco1` gave TRPV1 ag 5, USP2a block 3%, ELG1 repair inh -4%, TSHR antagonist -1, KCNH2 3.1 inh 2, AT treatment -2%, KCNH2 WT inh 3, Mito fusion yeast -5%, TCR activator 5% and Eya2 inh 1%.
Screening COc1cccc(-c2cc(C(=O)N/N=C/c3ccc(OC)c(COC(C)=O)c3)c3ccccc3n2)c1 returned USP2a block 0%, ELG1 repair inh inconclusive, TSHR antagonist -20, KCNH2 3.1 inh 7, AT treatment 1%, KCNH2 WT inh 2, Mito fusion yeast 1%, TCR activator -1% and Eya2 inh 4%.
COc1ccc(C2SCC(=O)N2C)cc1 (stereo not drawn) was read as TRPV1 ag 2, USP2a block 2%, ELG1 repair inh 24%, TSHR antagonist 3, KCNH2 3.1 inh -6, AT treatment 0%, KCNH2 WT inh inconclusive, Mito fusion yeast 0%, TCR activator 4% and Eya2 inh 14%.
CC(C)(C)C(=O)Nc1ccc(S(=O)(=O)NC2=NCCCCC2)cc1 was read as TRPV1 ag -2, USP2a block -3%, ELG1 repair inh 14%, TSHR antagonist -14, KCNH2 3.1 inh 5, AT treatment -6%, KCNH2 WT inh 1, Mito fusion yeast -3%, TCR activator 0% and Eya2 inh -1%.
O=S(=O)(c1cccc(-c2n[nH]c(=S)n2C2CCCC2)c1)N1CCOCC1 was read as TRPV1 ag 0, USP2a block 0%, ELG1 repair inh inconclusive, TSHR antagonist -3, KCNH2 3.1 inh 13, AT treatment -1%, KCNH2 WT inh -7, Mito fusion yeast -2%, TCR activator -6% and Eya2 inh -2%.
For CCOC(=O)N1CCC(NC(=O)CSCc2nc(-c3ccc(OCC)cc3)oc2C)CC1 the results were TRPV1 ag 6, USP2a block -1%, ELG1 repair inh 13µM*, TSHR antagonist -4, KCNH2 3.1 inh 0, AT treatment 26%, KCNH2 WT inh 10, Mito fusion yeast 3%, TCR activator -4% and Eya2 inh -4%.
`Cc1ccc(N(Cc2ccc(C(=O)NN=C3CCN(C)CC3)cc2)S(C)(=O)=O)cc1C` gave TRPV1 ag -2, USP2a block -1%, ELG1 repair inh 12%, TSHR antagonist 1, KCNH2 3.1 inh -17, AT treatment -4%, KCNH2 WT inh 13, Mito fusion yeast -5%, TCR activator -2% and Eya2 inh 1%.
`CCOc1ccc(-c2nc[nH]c2[N+](=O)[O-])cc1` gave TRPV1 ag -2, USP2a block 4%, ELG1 repair inh 38%, TSHR antagonist 12, KCNH2 3.1 inh -198*, AT treatment -7%, KCNH2 WT inh -9, Mito fusion yeast -7%, TCR activator -1% and Eya2 inh 3%.
O=C(CCN1C(=O)S/C(=C/c2ccc(Cl)cc2)C1=O)N1CCOCC1 was read as TRPV1 ag 10, USP2a block 3%, ELG1 repair inh 6%, TSHR antagonist -10, KCNH2 3.1 inh -3, AT treatment 3%, KCNH2 WT inh 2, Mito fusion yeast 2%, TCR activator -6%[46.1 µM] and Eya2 inh 6%.
CCCCN(C)CCCNC(=O)c1ccc(N2CCCC2=O)cc1 was read as TRPV1 ag 5, USP2a block 3%, ELG1 repair inh 0%, TSHR antagonist -5, KCNH2 3.1 inh 1, AT treatment 2%, KCNH2 WT inh 11, Mito fusion yeast 1%, TCR activator 1% and Eya2 inh -13%.
Cc1ccccc1C(=O)NCCN1CCOCC1 was read as TRPV1 ag 1, USP2a block -2%, ELG1 repair inh inconclusive, TSHR antagonist 4, KCNH2 3.1 inh -13, AT treatment 9%[11.5 µM], KCNH2 WT inh -20, Mito fusion yeast -2%, TCR activator 2% and Eya2 inh 2%.
`Cc1ccc2c(c1)N(CCC(=O)NCCN1CCOCC1)C(=O)CO2` gave TRPV1 ag -1, USP2a block 1%, ELG1 repair inh -9%, TSHR antagonist -4, AT treatment -3%, KCNH2 WT inh -2, Mito fusion yeast 0%, TCR activator -4% and Eya2 inh 12%.
Screening Cc1cc(C(=O)NNC(=O)/C=C/c2ccccc2Cl)c(C)o1 returned TRPV1 ag 9, USP2a block 0%, ELG1 repair inh 6%, TSHR antagonist 4, KCNH2 3.1 inh 11, AT treatment 2%, KCNH2 WT inh -8, Mito fusion yeast 2%, TCR activator -3% and Eya2 inh -3%.
O=C(O)CC1S/C(=N/N=C/C=C/c2ccccc2[N+](=O)[O-])NC1=O (stereo not drawn) was read as TRPV1 ag 1, USP2a block 1%, ELG1 repair inh 1%, TSHR antagonist 6, KCNH2 3.1 inh 4, AT treatment -1%, KCNH2 WT inh 22, Mito fusion yeast -4%, TCR activator -5%[46.1 µM] and Eya2 inh 5%.
COc1cccc(/C=N/NC(=O)CC(=O)NCCc2ccc(OC)c(OC)c2)c1 was read as TRPV1 ag 2, USP2a block 2%, ELG1 repair inh inconclusive, TSHR antagonist -5, KCNH2 3.1 inh -1, AT treatment 1%, KCNH2 WT inh 5, Mito fusion yeast -7%, TCR activator 2% and Eya2 inh -5%.
For CCCNC(=O)c1nc(C)n(-c2cc(Cl)ccc2Cl)n1 the results were TRPV1 ag -3, USP2a block -1%, ELG1 repair inh -6%, TSHR antagonist 10, KCNH2 3.1 inh 0, AT treatment 1%, KCNH2 WT inh -2, Mito fusion yeast -6%, TCR activator 11% and Eya2 inh -24%.
Screening COc1cc2cc(C(c3nnnn3C(C)(C)C)N3CCc4ccccc43)c(=O)[nH]c2cc1OC (stereo not drawn) returned TRPV1 ag -3, USP2a block -1%, ELG1 repair inh -19%, TSHR antagonist -9, KCNH2 3.1 inh 3, AT treatment -4%, KCNH2 WT inh -4, Mito fusion yeast -1%, TCR activator -10% and Eya2 inh -8%.

Two compounds drawn at random from the list so far, as already listed:
Screening COc1cc2cc(C(c3nnnn3C(C)(C)C)N3CCc4ccccc43)c(=O)[nH]c2cc1OC (stereo not drawn) returned TRPV1 ag -3, USP2a block -1%, ELG1 repair inh -19%, TSHR antagonist -9, KCNH2 3.1 inh 3, AT treatment -4%, KCNH2 WT inh -4, Mito fusion yeast -1%, TCR activator -10% and Eya2 inh -8%.
For CCCNC(=O)c1nc(C)n(-c2cc(Cl)ccc2Cl)n1 the results were TRPV1 ag -3, USP2a block -1%, ELG1 repair inh -6%, TSHR antagonist 10, KCNH2 3.1 inh 0, AT treatment 1%, KCNH2 WT inh -2, Mito fusion yeast -6%, TCR activator 11% and Eya2 inh -24%.
